SIRT5 block – sirtuin-5 (human) deacylase inhibition; Q9NXA8; Purified SirT5, succinyl-peptide AMC, trypsin-coupled fluorescence; inhibition, % at 15 µM; hit rate 1.1% among 330,000; AID 652115; in the data active = inhibition above about 15%; inconclusive = no clear call, values can overlap the other calls
Target sequence (Q9NXA8 whole entry, looked up): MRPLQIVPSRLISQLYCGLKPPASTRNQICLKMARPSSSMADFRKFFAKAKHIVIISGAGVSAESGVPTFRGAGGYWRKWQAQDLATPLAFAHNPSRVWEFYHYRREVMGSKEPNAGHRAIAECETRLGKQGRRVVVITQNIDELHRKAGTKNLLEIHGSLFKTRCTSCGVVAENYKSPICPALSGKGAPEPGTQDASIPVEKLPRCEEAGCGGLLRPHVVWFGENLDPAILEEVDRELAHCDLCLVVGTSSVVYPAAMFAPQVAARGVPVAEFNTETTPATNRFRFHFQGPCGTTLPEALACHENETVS
CASP6 VEID inh – caspase-6 (human) enzyme inhibition; P55212; purified caspase-6, Z-VEID-R110 cleavage fluorescence; inhibition, % at 12.5 µM; hit rate 0.53% among 350,000;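 active = mean inhibition across replicates at least about 35%, with every replicate also reaching that limit, limit read from the data; inconclusive = only one of the two criteria met; inactive = neither criterion met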;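 note: 0% = median of neutral control wells and 100% = no fluorescence left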
Target sequence (P55212 24-179 limits assumed): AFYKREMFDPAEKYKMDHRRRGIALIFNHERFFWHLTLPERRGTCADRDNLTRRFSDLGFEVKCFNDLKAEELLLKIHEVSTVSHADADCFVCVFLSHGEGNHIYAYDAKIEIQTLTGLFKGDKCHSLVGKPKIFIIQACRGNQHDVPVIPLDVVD
Target sequence (P55212 194-293 limits assumed): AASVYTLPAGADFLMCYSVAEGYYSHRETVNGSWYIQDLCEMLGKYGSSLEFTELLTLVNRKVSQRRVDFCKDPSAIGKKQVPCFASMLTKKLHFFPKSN
EWS-Fli block – inhibitors of EWS/Fli oncoprotein transcriptional activity; hit rate 0.67% among 350,000; inhibition, % at 12.6 µM; A673 NR0B1-luciferase reporter, viability-normalised;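 active = mean inhibition of at least 50% after viability correction, with every replicate also passing that limit; inconclusive = mean reaches 50% but only one of two replicates passes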;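 note: firefly luciferase signal divided by Alamar Blue viability fluorescence both relative to DMSO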
PAX8 reporter – PAX8 transcriptional activity inhibition | RMG-I TPO-luciferase reporter, SteadyGlo, 24 h | inhibition, % at 12.6 µM | hit rate 1.2% among 360,000;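 active = mean replicate inhibition at least 60% with every replicate also reaching 60%; inconclusive = only one of the two criteria is met; inactive = mean below 60% and not all replicates reaching 60%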;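 note: luciferase light reporting Pax8 driven TPO promoter activity; plate controls were median of neutral control wells for no effect and mitoxantrone controls for full effect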
ARNT-TACC3 inh – disruptors of human ARNT/TACC3 interaction; AlphaScreen His-ARNT PAS-B/GST-TACC3 binding, luminescence; TACC3 fragment carries E629A point mutation; inhibition, % at 9.99 µM; hit rate 0.66% among 390,000;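 active = mean inhibition of replicates at least 50% and at least half of replicates each reaching 50%; inconclusive = half or more replicates reach 50% but mean below 50%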;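 note: 0% = complete ARNT plus TACC3 wells and 100% = ARNT alone without TACC3; many hits fall short of the cut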
DENV2 CPE rescue – inhibitors of DENV2 cytopathic effect | AID 651640 | hit rate 1.7% among 350,000 | DENV2-infected cells, cytopathic effect rescue, plate reader | CPE inhibition, % at 9.99 µM; in the data active = CPE inhibition above about 20%, passing the limit was not always enough; inconclusive = no clear call, values can overlap the other calls; tested in BHK-21 cells;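 note: 0% = median of neutral control wells and 100% = median of positive control wells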
LGR2 antag – inhibitors of bursicon-induced Drosophila LGR2 receptor cAMP signaling | HEK293 LGR2, CRE-luciferase, bursicon-stimulated, 4 h | inhibition, % at 9.99 µM | hit rate 0.35% among 380,000 | AID 720647;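 active = drop in luminescence signal, shown as inhibition above about 50% in the replicate tests, limit read from the data, passing the limit was not always enough; inconclusive = probably only some replicates passing the limit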;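 note: agonist challenge used bursicon conditioned medium at about half maximal strength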
* = called active by the depositor; ? = inconclusive; . = no result given.

No.	canonical_smiles	SIRT5 block	CASP6 VEID inh	EWS-Fli block	PAX8 reporter
1	CCN1CCSc2ccc(C(=O)NCc3ccccc3Br)cc21	7	-2	4	-1
2	CCCn1nc2cc(C(=O)NCCc3ccc(C)cc3)ccc2c1OCC	-14	3	0	6
3	N#CC1=C(N)Nc2nc3ccccc3n2C1c1ccc(F)cc1 (centres undefined)	.	.	.	28
4	Cc1ccc(S(=O)(=O)NCC[C@@H]2CC[C@H](NC(=O)NC(C)C)[C@H](CO)O2)cc1	6	0	9	-43
5	CCOC(=O)c1ccc(NC(=O)c2nc[nH]c2C(=O)N[C@H](C)c2ccccc2)cc1	.	-2	4	8
6	CCc1nc(N2[C@H](C#N)[C@@H](c3ccccc3-c3ccc(F)cc3)[C@H]2CO)sc1C	0	2	-4	.
7	COc1ccc(OC(=O)c2ccc(Cl)cc2)c(C(C)=O)c1	-5	.	-17	20
8	Cc1cccc(N2CCN(C(=S)NCc3ccco3)CC2)c1C	.	.	.	-44

No.	ARNT-TACC3 inh	DENV2 CPE rescue	LGR2 antag
1	0	-4	13
2	-7	5	0
3	2	.	2
4	.	0	1
5	2	5	5
6	.	-3	2
7	-3	6	6
8	-5	.	-10

Going on with the list:
No.	canonical_smiles	SIRT5 block	CASP6 VEID inh	EWS-Fli block	PAX8 reporter
9	Cc1noc(C)c1NC(=O)N(C)C[C@H]1OCCCC[C@H](C)Oc2ccc(N(C)C)cc2C(=O)N([C@H](C)CO)C[C@@H]1C	1	-3	-3	-5
10	O=S1(=O)N=C(N/N=C/c2ccc(Br)o2)c2ccccc21	6	4	2	7
11	COc1ccc(CC(=O)Nc2cc(F)ccc2F)cc1S(=O)(=O)N1CCOCC1	.	2	-8	-19
12	CCC(=O)N(C)C[C@H]1Oc2ncc(C#Cc3ccccc3)cc2C(=O)N([C@@H](C)CO)C[C@@H]1C	3	1	-4	.
13	CCc1ccc(C(=O)OCC(=O)N(CC)c2c(N)n(Cc3ccccc3)c(=O)[nH]c2=O)cc1	-5	-3	4	-13
14	CSCC[C@H](NC(=O)c1ccc(OCC2CCCO2)cc1)c1nc2ccccc2[nH]1 (some centres undefined)	1	-2	-3	-1
15	COC/C=C/C1=CC2=CC(=O)C(C)(OC(=O)c3cnc4ccccc4n3)C(=O)C2=CN1Cc1ccccc1 (centres undefined)	-5	8	-2	80*
16	Cc1cccc(S(=O)(=O)N[C@H]2CC[C@@H](CCNC(=O)CCN3CCCCC3)O[C@@H]2CO)c1	0	-7	-9	-6

No.	ARNT-TACC3 inh	DENV2 CPE rescue	LGR2 antag
9	5	12	-2
10	33	-3	15
11	.	.	.
12	8	18	-18
13	-3	-3	-13
14	-2	?	-13
15	0	-7	.
16	2	-1	18

Further records follow:
No.	canonical_smiles	SIRT5 block	CASP6 VEID inh	EWS-Fli block	PAX8 reporter
17	CCOc1ccc(NC(=O)CC2C(=O)N(c3ccc(OC)cc3)C(=O)N2CCc2cccs2)cc1 (centres undefined)	.	-2	9	35
18	COc1ccc(CCNC(=O)CN(CCc2ccccc2)S(C)(=O)=O)cc1	-1	-1	-3	-1
19	COCCNC(=O)C1(C)CCN(C(=O)c2nc(C)oc2C)C1 (centres undefined)	-6	0	-15	15
20	OCCNCCO	.	-1	-10	.
21	COc1cccc(CC2(CO)CCCN(Cc3ccc(OC)c(C)c3OC)C2)c1 (centres undefined)	-3	-2	21	-7
22	COc1ccc2c3c([nH]c2c1)[C@@H](CO)N(C(=O)Cc1ccccc1)CC31CN(C)C1	-3	-1	-7	-11
23	CCC(=O)N(C)C[C@H]1Oc2cc(-c3cccnc3)ccc2S(=O)(=O)N([C@H](C)CO)C[C@@H]1C	2	5	-1	.
24	C[C@@H]1CN([C@H](C)CO)C(=O)c2cc(NC(=O)CCCCCC(=O)Nc3ccccc3N)ccc2O[C@@H]1CN(C)S(=O)(=O)c1ccc(F)cc1	3	0	.	-7

No.	ARNT-TACC3 inh	DENV2 CPE rescue	LGR2 antag
17	-7	96*	.
18	-6	-3	-14
19	.	-5	1
20	1	?	-2
21	-4	-1	6
22	.	1	10
23	-4	2	10
24	.	-3	-7

The listing continues:
No.	canonical_smiles	SIRT5 block	CASP6 VEID inh	EWS-Fli block	PAX8 reporter
25	CCOC(=O)c1c(NC(=O)c2cccnc2)sc(C)c1C	.	-3	.	.
26	COc1ccccc1NS(=O)(=O)c1ccc(C(=O)N2CCCC(C)C2)cc1 (centres undefined)	2	4	9	3
27	CCOC(=O)Cc1csc(NC(=O)CSc2nnc(C3CC3)n2C)n1	-2	-1	.	.
28	CC(C)C[C@H]1COCCS(=O)(=O)N1Cc1ccc(Cl)c(Cl)c1	.	2	-4	-3
29	O=C(NCc1ccccc1)C(c1ccc(F)cc1)N(C(=O)c1csnn1)C1CC1 (centres undefined)	-1	0	8	-39
30	COc1ccc(NC(=O)c2sc3nc(C)nc(N4CCOCC4)c3c2C)c(OC)c1	2	1	2	-3
31	COCCNC(=O)C[C@@H]1C[C@@H]2c3cc(NC(=O)Nc4ccccc4F)ccc3O[C@@H]2[C@@H](CO)O1	.	.	-2	2
32	CN1CCC(OC(=O)c2ccccc2)CC1	2	-4	-14	-1

No.	ARNT-TACC3 inh	DENV2 CPE rescue	LGR2 antag
25	13	.	-4
26	-36	-3	-3
27	.	.	1
28	13	-6	7
29	0	-1	-6
30	-1	7	-24
31	-4	-7	5
32	-2	3	5

(listing goes on)
No.	canonical_smiles	SIRT5 block	CASP6 VEID inh	EWS-Fli block	PAX8 reporter
33	O=C(Nc1ccc(F)cc1)C(c1cccc(F)c1)N1CCN(CC(=O)N2CCCC2)CC1 (centres undefined)	-1	0	-2	-1
34	COCc1cn(CC[C@H]2CC[C@H](NC(=O)CCN3CCCCC3)[C@H](CO)O2)nn1	3	-2	5	-13
35	NC(=O)CC(NC(=O)c1ccccc1)c1ccc(NCCc2ccc(F)cc2)c([N+](=O)[O-])c1 (centres undefined)	-1	6	19	21
36	O=C(CN1CCCC1)OCCCc1ccccc1	1	-2	-3	12
37	Cc1ccc(OCC(=O)OCC(=O)c2cccc([N+](=O)[O-])c2)cc1C	0	-1	.	.
38	C=Cn1cc[n+](CC(=O)c2ccc(Cl)c(Cl)c2)c1	-1	-4	1	-6
39	Cc1ccc(S(=O)(=O)NCCC(=O)NCC(c2ccco2)N2CCCCC2)cc1C (centres undefined)	-3	1	2	0
40	Cc1cc(NC(=O)CCN2CCN(C/C=C/c3ccccc3)CC2)ccc1Br	1	-2	30	41

No.	ARNT-TACC3 inh	DENV2 CPE rescue	LGR2 antag
33	.	2	33
34	5	-3	-2
35	-2	?	.
36	-6	-5	.
37	1	-1	-4
38	-12	0	10
39	-4	2	-8
40	16	-12	-6

A draw from above in order of count of non-hydrogen atoms, highest first:
No.	canonical_smiles	SIRT5 block	CASP6 VEID inh	EWS-Fli block	PAX8 reporter
33	O=C(Nc1ccc(F)cc1)C(c1cccc(F)c1)N1CCN(CC(=O)N2CCCC2)CC1 (centres undefined)	-1	0	-2	-1
39	Cc1ccc(S(=O)(=O)NCCC(=O)NCC(c2ccco2)N2CCCCC2)cc1C (centres undefined)	-3	1	2	0
40	Cc1cc(NC(=O)CCN2CCN(C/C=C/c3ccccc3)CC2)ccc1Br	1	-2	30	41
37	Cc1ccc(OCC(=O)OCC(=O)c2cccc([N+](=O)[O-])c2)cc1C	0	-1	.	.
38	C=Cn1cc[n+](CC(=O)c2ccc(Cl)c(Cl)c2)c1	-1	-4	1	-6

No.	ARNT-TACC3 inh	DENV2 CPE rescue	LGR2 antag
33	.	2	33
39	-4	2	-8
40	16	-12	-6
37	1	-1	-4
38	-12	0	10

Following part:
No.	canonical_smiles	SIRT5 block	CASP6 VEID inh	EWS-Fli block	PAX8 reporter
41	CO[C@H]1CN(C)C(=O)c2ccc(NC(=O)C3CC3)cc2OC[C@H](C)N(Cc2nccs2)C[C@H]1C	-4	1	-7	2
42	COc1cc(/C=N/NC(=O)[C@H](Cc2c[nH]c3ccccc23)NC(=O)OCC(C)C)cc([N+](=O)[O-])c1O	8	16	3	-6
43	CCc1nnc(NS(=O)(=O)c2ccc(NCc3cc(Cl)cc(Cl)c3O)cc2)s1	4	13	.	-4
44	CCOC(=O)c1sc(NC(=O)c2ccccc2OCC)nc1C	0	3	-59	-41
45	C[C@H]1CN([C@@H](C)CO)S(=O)(=O)c2ccc(C#Cc3ccc(F)cc3)cc2O[C@H]1CN(C)C(=O)c1ccccn1	4	3	22	.
46	CCNC(=O)C[C@H]1C=C[C@@H](NC(=O)C2CC2)[C@H](CO)O1	1	-3	7	-7
47	Cc1ccccc1CNC(=O)C1CCC(=O)N(C2CCCCCC2)C1 (centres undefined)	-3	-2	-4	-8
48	COCCNC(=O)c1ccc(-n2c(SCc3ccncc3)nc3ccccc3c2=O)cc1	3	1	2	0

No.	ARNT-TACC3 inh	DENV2 CPE rescue	LGR2 antag
41	-7	1	4
42	30	?	10
43	30	-3	-6
44	0	.	-45
45	5	-3	25
46	2	-5	13
47	2	15	-10
48	-3	-6	.

Other compounds
No.	canonical_smiles	SIRT5 block	CASP6 VEID inh	EWS-Fli block	PAX8 reporter
49	COC(=O)[C@]12C[C@H](CC(=O)NCC3CCCCC3)C(=O)N(Cc3ccccc3)C1=C[C@H](C1CCCC1)O[C@@H]2C	.	-3	-10	7
50	CCCN(CCC)C(=O)c1cn(C)c2ccc(S(=O)(=O)N3CCCC3)cc2c1=O	0	2	3	-4
51	O=C(COC(=O)c1ccc([N+](=O)[O-])o1)Nc1ncc(Cl)cc1Cl	-3	61*	9	6
52	COc1ccc(N(C(=O)CCl)C(C(=O)NCCc2ccccc2)c2cccs2)cc1 (centres undefined)	2	2	42	113*
53	Nc1ccccc1C(=O)NC1CCCCNC1=O (centres undefined)	-11	0	14	12
54	COc1ccc(C(=O)CN2C(=O)NC3(CCCc4ccccc43)C2=O)c(OC)c1 (centres undefined)	-2	1	-4	-2
55	Cc1ccc(S(=O)(=O)N(Cc2cccc(C)c2)C(=O)N2CCN(C)CC2)cc1	-1	4	9	-7
56	COc1cc(/C=N/Nc2nc(=O)[nH]nc2C)cc([N+](=O)[O-])c1O	.	3	2	-5

No.	ARNT-TACC3 inh	DENV2 CPE rescue	LGR2 antag
49	.	-7	-7
50	-4	0	6
51	4	6	2
52	-7	2	15
53	1	10	7
54	-33	-4	-4
55	-7	?	-10
56	76*	4	1

More structures follow:
No.	canonical_smiles	SIRT5 block	CASP6 VEID inh	EWS-Fli block	PAX8 reporter
57	CC(C)/C=C1\CC/C(=C\c2cccnc2)C1=O	2	3	31	10
58	CSc1ccccc1NC(=O)CN(C)CC(=O)NCC(=O)Nc1ccc(F)cc1	0	-3	1	8
59	CO[C@H]1CN(C)C(=O)c2cc(NS(=O)(=O)CC(F)(F)F)ccc2OC[C@@H](C)N(C)C[C@@H]1C	-2	1	1	-4
60	O=C(COc1ccc(Cl)cc1Cl)N/N=C/c1cccnc1	-3	-1	-14	-8
61	O=C(CSc1nc2[nH]c(=O)[nH]c(=O)c2s1)Nc1cccc(F)c1	0	-1	10	11
62	COc1cccc(-c2csc(NNC(=O)c3cccs3)n2)c1	-1	-4	17	12
63	C=CCNC(=O)COC(=O)COc1ccc(Cl)cc1	2	2	1	15
64	COc1ccccc1NC(=O)N[C@H]1C=C[C@@H](CC(=O)NCc2ccc(Cl)c(Cl)c2)O[C@H]1CO	7	-1	7	15

No.	ARNT-TACC3 inh	DENV2 CPE rescue	LGR2 antag
57	5	8	17
58	1	0	0
59	-6	11	12
60	.	5	-2
61	2	-5	3
62	11	-4	2
63	-8	0	9
64	14	-1	11

The list continues.
No.	canonical_smiles	SIRT5 block	CASP6 VEID inh	EWS-Fli block	PAX8 reporter
65	CCOC(=O)C(C)Oc1ccc(C2NC(=O)NC(C)=C2C(C)=O)cc1Br (centres undefined)	-3	1	8	.
66	COc1cc(C(=O)N2CCSCC2)ccc1OC1CCN(C(C)=O)CC1	-3	-3	-7	-9
67	O=C(N[C@H]1C=C[C@H](CC(=O)N2CCCCC2)O[C@H]1CO)c1cccc(F)c1	0	0	5	4
68	CCCNC(=O)N(C)C[C@@H]1Oc2cc(-c3cncnc3)ccc2S(=O)(=O)N([C@H](C)CO)C[C@H]1C	2	1	-5	-25

No.	ARNT-TACC3 inh	DENV2 CPE rescue	LGR2 antag
65	1	.	-10
66	-1	-7	0
67	-13	-8	12
68	-2	19	-4

Compound activity deposited in PubChem by Broad Institute.
